TbPYK inhibitor = blocks Trypanosoma brucei pyruvate kinase. Q57TT1. TbPYK enzyme, Kinase-Glo Plus ATP luminescence, 45 min. Potency, µM (titrated, usually from 76.8 µM), without a hit: at the highest dose activity, negative = inhibition, hits mostly inhibitors. 410,000 tested, 0.12% active. AID 624173; active means well fitted inhibition curve with a large enough effect; inconclusive means small, poorly fitted or top-dose-only effect; further: nearly all actives have a fitted effect of over 50% in size
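Screened from lowest to highest concentration, compounds were pinned into TbPYK/substrate mixtures, and ADP (130 uM final) was added. Plates sat at room temperature for 45 min prior to Kinase-Glo Plus detection by luminescence.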
Numbers without * were called inactive; ? = inconclusive; [ ] = remark or other dose. On the % scale 0 is the no-effect control and ±100 the full control effect; potency means the concentration at half of the fitted maximal effect. This is a subset, so the mix of outcomes need not match the whole.

SMILES | TbPYK inhibitor
OC(c1ccc2ccccc2c1)c1ncc(-c2ccc(C(F)(F)F)cc2)[nH]1 (stereo unspecified) | -2%
Cc1cccc(Cn2cccc(C(=O)Nc3nnc(C)s3)c2=O)c1 | 1%
Cc1ccc(N(CC(C)C)S(=O)(=O)c2nnc(NC(=O)c3ccco3)s2)cc1 | -9%
Cc1ccc(NC(=O)CCc2nc3cccnc3n2-c2ccccc2)cc1 | -2%
Cn1cc(S(=O)(=O)N2CCCC2)cc1C(=O)Nc1ccc(F)cc1F | 0%
CC(C)CN1CCC2(CC1)CCN(C(=O)c1csnn1)CC2 | 0%
NC(=O)C(NN=C(c1ccccc1)c1ccccc1)c1ccccc1 (stereo unspecified) | -2%
COc1ncc2nc(C)c(=O)n(C)c2n1 | 0%
COc1ccc(CN(C)C[C@@H]2OCCCC[C@H](C)Oc3ccc(NC(=O)Cc4ccccc4)cc3C(=O)N([C@@H](C)CO)C[C@@H]2C)cc1 | 9%
Cc1ccccc1CNC(=O)c1cnc2sc(N3CCOCC3)nn2c1=O | -9%
Cc1c(C(=O)NCc2ccccc2C(F)(F)F)sc(=O)n1Cc1ccc(F)cc1 | 0%
O=C(CSc1nc2ccccc2nc1Cc1ccccc1)N1CCc2ccccc21 | -2%
Cc1cnc(=O)[nH]c1SCC(=O)Nc1nc2ccccc2s1 | 1%
Cn1c(=O)oc2cc(S(=O)(=O)N3CCC(C(=O)N4CCN(c5ccccc5F)CC4)CC3)ccc21 | -10%
COc1ccc(NC(=O)CCN2CCN(CCO)CC2)c(OC)c1 | 1%
CC(=O)Nc1ccc(CC(=O)Nc2ccc3c(c2)OC2(CCCC2)O3)cc1 | -11%
Fc1ccccc1Cn1c(-c2ccccc2)nc2ccccc21 | 2%
O=C(CCNC(=O)N1CC(=O)Nc2ccccc21)NCc1ccc(Cl)cc1 | 1%
Cc1ccccc1Cn1c(C)c(CNCCCc2ccccc2)c(C(=O)O)c1C | -7%
COc1ccc(NC(=O)c2cc3c(=O)n(Cc4cccnc4)ccc3nc2C)cc1Cl | 6%
Cc1noc(C)c1C(=O)N1CCC2(CC1)CCN(C(c1ccccc1)c1ccccc1)CC2 | 7%
CCN(CC)c1nn2c(=O)c(C(=O)NCCc3ccccc3C)cnc2s1 | 4%
CCOC(=O)c1c(-c2ccc(Br)cc2)csc1NC(=O)c1ccc(C(C)(C)C)cc1 | -1%
COc1cc(C(=O)Nc2cc(C)ccc2OCc2cc(=O)n3c(C)csc3n2)cc(OC)c1OC | 0%
COc1ccc(-c2cc(C(F)(F)F)nc(SCCC(=O)Nc3cc(C)ccc3O)n2)cc1 | 0%

Molecules listed so far that have an NH in an aromatic ring (two):
SMILES | TbPYK inhibitor
OC(c1ccc2ccccc2c1)c1ncc(-c2ccc(C(F)(F)F)cc2)[nH]1 (stereo unspecified) | -2%
Cc1cnc(=O)[nH]c1SCC(=O)Nc1nc2ccccc2s1 | 1%

Additional results.
SMILES | TbPYK inhibitor
Cc1ccc(/C(N)=N/OC(=O)COc2cccc3ccccc23)cc1 | -7%
O=C(Cn1ncc2c3ccccc3n(Cc3ccccc3F)c2c1=O)N1CCCCC1 | 1%
O=C(NCC1CC1)c1cc2c(c(-c3cccc(-c4ccccc4F)c3)n1)[C@H](CCO)N(C(=O)CC1CC1)C2 | 6%
CCOc1cc(-c2nc(-c3ccc(-c4ccc(C)cc4)nc3OC)no2)cc(OCC)c1OCC | 1%
COc1ccc(/C=C/C(=O)OCC(=O)N2c3ccccc3CC2C)cc1 (stereo unspecified) | -11%
COc1cccc(-c2cnc3c(NC=O)cc(-c4cc(C)c(O)c(C)c4)cn23)c1 | -10%
COc1ccc(CN2C(=O)C(CC(=O)NCc3ccco3)CC(C(=O)N3CCOCC3)=C2C)cc1 (stereo unspecified) | -5%
COc1ccc([C@H]2N[C@]3(CCCN(Cc4cccn4C)C3=O)[C@H]3C(=O)N(C)C(=O)[C@@H]23)cc1 | ?
COc1ccc(-n2nc(-c3ccc(C)cc3)c3cnc4cc(F)c(F)cc4c32)cc1 | 2%
Cc1ccc(S(=O)(=O)CC(=O)Nc2nc3c(C)cccc3s2)cc1 | -2%[15.4 µM]
Cc1ccc(S(=O)(=O)NN=Cc2ccco2)cc1 | 1%
COC(=O)c1sc2cccc(F)c2c1S(=O)(=O)Nc1cc(OC)cc(OC)c1 | 0%
O=C(Nc1ccc(F)cc1)c1cnccn1 | -3%
Cc1cccc(C(=O)Nc2ccc(S(=O)(=O)N(Cc3ccccc3)c3ccccc3)cc2)c1 | 0%
COc1ccccc1OCCCCn1c(C2CC(=O)N(c3ccccc3Cl)C2)nc2ccccc21 (stereo unspecified) | 1%
COc1cccc(-c2nc(SCC(=O)Nc3ccc4c(c3)OCCO4)c(-c3ccccc3)[nH]2)c1 | 1%
COc1ccccc1CNc1nc(NCc2cnc(C)cn2)c2sccc2n1 | 1%
COc1cccc(CNC(=O)c2ccc3nc(-c4ccc(F)cc4)c(-c4ccc(F)cc4)nc3c2)c1 | 4%
COc1ccc(C2c3c(oc4ccc(Cl)cc4c3=O)C(=O)N2CCCN(C)C)cc1OC (stereo unspecified) | 5%
COc1cccc(C(=O)NCCc2csc3nc(-c4ccccc4F)nn23)c1OC | 0%
CC(=O)N1c2ccccc2CC1C(=O)N1CCN(c2cccc(C)c2C)CC1 (stereo unspecified) | 1%
Cc1ccc(-c2nc3sccn3c2Nc2ccc(C)c(C)c2)cc1 | 2%
COCCNC(=O)CN1C(=O)c2cccnc2Sc2ccccc21 | 0%
CC(=O)Oc1ccc(OC(C)=O)c2c1CC1(C)OC1(C)C2 (stereo unspecified) | 2%
CCOc1ccc(NC(=O)CCc2nnc3n(C)c(=O)c4sccc4n23)cc1 | 4%

Some of the entries so far, comma-delimited.
Compound,TbPYK inhibitor
COc1ccc(-n2nc(-c3ccc(C)cc3)c3cnc4cc(F)c(F)cc4c32)cc1,2%
O=C(Nc1ccc(F)cc1)c1cnccn1,-3%
COc1cccc(-c2nc(SCC(=O)Nc3ccc4c(c3)OCCO4)c(-c3ccccc3)[nH]2)c1,1%
COc1cccc(C(=O)NCCc2csc3nc(-c4ccccc4F)nn23)c1OC,0%
CCOc1ccc(NC(=O)CCc2nnc3n(C)c(=O)c4sccc4n23)cc1,4%

Next section:
SMILES | TbPYK inhibitor
Cc1ccc(-c2cn3c(n2)sc2cc(C(=O)NCCCN4CCCCC4)ccc23)cc1 | -1%
CCCN1C(=O)C(O)(CC(=O)c2ccc(C(C)C)cc2)c2ccccc21 (stereo unspecified) | -1%
CCc1ccc(NC(=O)CSc2nc(=O)n(Cc3ccncc3)c3c2CCC3)cc1 | 1%
CCCN(CCC)S(=O)(=O)c1ccc(C(=O)Nc2sc3c(c2C(=O)OC)CCN(CC)C3)cc1 | -3%
CC1CCN(S(=O)(=O)c2csc(C(N)=O)c2)CC1 | 3%
O=C(CCC1N=C2c3ccccc3N=C(SCc3ccc(F)cc3)N2C1=O)NC1CCCCC1 (stereo unspecified) | -7%
O=C(CSc1nccn1-c1ccccc1)Nc1nc2ccccc2s1 | 3%
CCN1c2ccccc2-c2nc(SCC(=O)Nc3cccc(C(F)(F)F)c3)ncc2S1(=O)=O | 2%
O=c1[nH]c2ccccc2n1C1CCN(C(c2ccccc2)c2nnnn2-c2ccc3c(c2)OCCO3)CC1 (stereo unspecified) | -1%
Cc1ccc(Cc2c(-c3ccccc3)nc3c(Cl)cc(C(F)(F)F)cn23)cc1 | 3%
O=C1CC(c2cccc(F)c2)c2c(n3ncnc3[nH]c2=O)N1 (stereo unspecified) | 4%
CCN(CC)CCCNC(=O)CCCn1c(=O)[nH]c2ccc(Br)cc2c1=O | 7%
CC1=C(C)CN2CC(C#N)=C(N)C2C1 (stereo unspecified) | 1%
O=C(NCC1CC1)c1csc([C@@H]2O[C@H](CO)[C@H](O)[C@H](O)[C@H]2O)n1 | -10%
CN(C)CCNc1ncnc2c1ncn2[C@H]1CN(Cc2ccc(-c3ccccc3)cc2)C[C@@H](CO)O1 | -3%
Cn1ccc2cc(S(=O)(=O)N3CCN(C(=O)Nc4ccc(F)cc4F)CC3)ccc21 | 1%
Cc1nc2cc(-c3ccccc3)nn2c(C)c1CCC(=O)NCc1cccc(Cl)c1 | -2%
Cc1cc2nc(-c3cccc(Br)c3)c(CC3CCCCC3)n2c(C)c1Br | -2%
O=C(OC1CC2CC1[C@H]1CCCCN1C2=O)N1CCOCC1 (stereo partly specified) | 0%
O=C(CSc1n[nH]c(-c2ccccc2)n1)NCCc1ccccc1 | -5%
COc1ccc2c(CNCc3cccs3)c(C(=O)O)n(Cc3ccccc3F)c2c1 | -1%
COc1ccc(CCNC(=O)c2ccc3c(c2)CCN3S(=O)(=O)c2ccc(C)cc2)cc1OC | -10%
O=C(Nc1ccc(S(=O)(=O)N2CCCC2)cc1)C1CC(=O)N(CCc2ccccc2)C1 (stereo unspecified) | 1%
CCOc1ccc(NC(=O)CSc2nnc3c(C)cc4ccccc4n23)cc1 | -6%
O=C(NCCc1ccccc1)C1CCC(CNS(=O)(=O)c2ccc(Cl)cc2)CC1 (stereo unspecified) | 1%[15.4 µM]

The last six records of the part before open the next one:
SMILES | TbPYK inhibitor
O=C(CSc1n[nH]c(-c2ccccc2)n1)NCCc1ccccc1 | -5%
COc1ccc2c(CNCc3cccs3)c(C(=O)O)n(Cc3ccccc3F)c2c1 | -1%
COc1ccc(CCNC(=O)c2ccc3c(c2)CCN3S(=O)(=O)c2ccc(C)cc2)cc1OC | -10%
O=C(Nc1ccc(S(=O)(=O)N2CCCC2)cc1)C1CC(=O)N(CCc2ccccc2)C1 (stereo unspecified) | 1%
CCOc1ccc(NC(=O)CSc2nnc3c(C)cc4ccccc4n23)cc1 | -6%
O=C(NCCc1ccccc1)C1CCC(CNS(=O)(=O)c2ccc(Cl)cc2)CC1 (stereo unspecified) | 1%[15.4 µM]
O=C(NCc1ccc(F)cc1)c1cc2n(n1)CCCN(Cc1ccc(F)cc1)C2=O | -2%
Cc1ccc(-c2cc(C(=O)N3CCN(S(=O)(=O)c4ccc(Br)cc4)CC3)[nH]n2)cc1C | -6%[15.4 µM]
COc1cccc(N2CC(NC(=O)c3ccc(S(=O)(=O)N4CCCC4)cc3)CC2=O)c1 (stereo unspecified) | -3%
Cc1cc2ccccc2n1-c1ccc(C(=O)N2CCCCC2)s1 | -6%
C[C@H]1CN([C@@H](C)CO)C(=O)CCCn2nncc2CO[C@@H]1CN(C)C(=O)Nc1ccc2c(c1)OCO2 | -5%
C[C@@H]1CCCCO[C@H](CN(C)C(=O)Cc2ccccc2)[C@@H](C)CN([C@H](C)CO)C(=O)c2cc(N(C)C)ccc2O1 | -26%
Cc1cc(Nc2ccc(C(C)C)cc2)nc(-n2nc(C)cc2C)n1 | 6%
COc1ccc(OC)c(NC(=O)C2(C)CCN2C(=O)Cc2ccc(Cl)cc2Cl)c1 (stereo unspecified) | -1%
CCc1nn(CC(=O)N2CCCCC2)c(=O)c2cc3occc3n12 | 2%
COc1ccc(CC(N)c2csc(Nc3cccc(OC)n3)n2)cc1 (stereo unspecified) | 1%
CC(C)(C)c1ccc(S(=O)(=O)NCCN2CCOCC2)cc1 | -2%
O=C1CC(c2ccc(F)cc2)c2c(n3c(nc4ccccc43)[nH]c2=O)N1 (stereo unspecified) | -1%
CCOC(=O)c1c(-c2ccccc2)oc2ccc(NS(=O)(=O)c3ccc(C)cc3C)cc12 | 2%
Cc1ccc(C(=O)Nc2nnc(COCCO)s2)cc1 | 5%
COc1cccc(Nc2ccc3cc(S(=O)(=O)N4CCC(C)CC4)ccc3n2)c1 | -1%
Cc1cccc(Nc2cc(C)nc(-n3nc(C)cc3C)n2)c1 | 8%
CCCCC(=O)Nc1nnc(S(=O)(=O)N(C)Cc2ccc(Cl)cc2)s1 | 1%[15.4 µM]
CC(=O)N(Cc1cccnc1)c1nc2c(C)cccc2s1 | -9%
O=C(Nc1ccc(F)c(F)c1)C(c1ccccc1)N1Cc2ccccc2C1=O (stereo unspecified) | -1%
COc1ccc(NC(=O)C2Cc3c(-c4ccc(Cl)cc4)ccnc3O2)cc1OC (stereo unspecified) | -2%
CCN(CC)c1ccc(NC(=O)c2sc3ccccc3c2Cl)cc1 | -11%
Cc1cc(NC(=O)C(C)(C)Oc2ccc(Cl)cc2)cc(-c2nc3ncccc3o2)c1O | 1%
CC(C)C[C@H]1CNC(=S)N1C[C@H]1CCCN1C[C@H](Cc1ccc(O)cc1)N1C[C@H](CC(C)C)N(CCc2ccccc2)C1=S | -2%
Cc1cccc(NC(=O)CSc2nc3c(oc4ccccc43)c(=O)n2-c2ccccc2)c1C | -4%
Cc1ccc(C2=NN(CC(=O)NC(C)c3ccccc3)C(=O)CC2)cc1 (stereo unspecified) | 0%
More results
SMILES | TbPYK inhibitor
O=C(NCCc1nc2ccccc2n1Cc1ccccc1)c1ccco1 | 0%
CCNC(=O)Cn1c(-c2cccs2)cc2ccccc21 | 2%
O=C(c1ccccc1)N1CCC(c2nc3ccccc3o2)CC1 | 2%
CN1C(=O)c2ccccc2Sc2ccc(NC(=O)NCc3cccc(Cl)c3)cc21 | -5%
C[C@@H]1CN([C@H](C)CO)C(=O)CCCn2cc(nn2)CO[C@H]1CN(C)C(=O)Nc1ccc(C(F)(F)F)cc1 | 6%
COc1ccc(Cl)cc1NC(=O)CSc1nccn1-c1ccc(Cl)cc1 | 7%
CCOc1ccccc1NC(=O)NCc1noc2ccc(C)cc12 | 7%
Cc1ccc(CCNC(=O)CCn2nc(-c3ccccc3)ccc2=O)cc1 | 2%
CCNC(=O)C1(C)CCN(C(=O)c2ccc(-c3ccccc3)cc2)C1 (stereo unspecified) | -5%
O=C(CNC(=O)c1ccccc1)OCc1cc(=O)n2nc(C3CCCCC3)sc2n1 | -2%

Screening data from PubChem.
